# Screening data: PubChem, National Center for Advancing Translational Sciences (NCATS)
# AMA1-RON2 inh = inhibitors of Plasmodium falciparum AMA1-RON2 interaction; AlphaScreen AMA1-biotinylated RON2 peptide binding; 360,000 compounds, 0.2% hits; AID 720542; Potency, µM (doses to about 58.2 µM), for the others: top-dose activity change, negative = inhibition, actives largely listed as inhibitors;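 further: potency means the concentration at half of the fitted maximal effect; 0% = vehicle wells and -100% = peptide control; nearly all actives have a fitted effect of over 45% in size; some results filed as inactive show a strong effect at the top dose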
#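 AMA1 (3D7) with his tag at 25 nM final met compounds first, then biotinylated RON2 peptide at 25 nM; detection used donor plus acceptor beads, 10 µg/mL apiece, read by AlphaScreen after 30 min at room temperature.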
# AmpC no deterg = blocks E. coli AmpC beta-lactamase in detergent-free assay; P00811; AmpC nitrocefin hydrolysis, absorbance 480 nm, 0.0001% Triton; Potency, µM (titrated, usually from 57.1 µM), for the others: at the top dose activity change, negative = inhibition, actives largely listed as inhibitors; 330,000 compounds, 0.52% hits; AID 485341;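 further: potency means the concentration at half of the fitted maximal effect; plate controls were no compound for no effect and no enzyme for full effect; nearly all actives have a fitted effect of over 20% in size; some results filed as inactive show a strong effect at the top dose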
# Target sequence (P00811 whole entry, looked up): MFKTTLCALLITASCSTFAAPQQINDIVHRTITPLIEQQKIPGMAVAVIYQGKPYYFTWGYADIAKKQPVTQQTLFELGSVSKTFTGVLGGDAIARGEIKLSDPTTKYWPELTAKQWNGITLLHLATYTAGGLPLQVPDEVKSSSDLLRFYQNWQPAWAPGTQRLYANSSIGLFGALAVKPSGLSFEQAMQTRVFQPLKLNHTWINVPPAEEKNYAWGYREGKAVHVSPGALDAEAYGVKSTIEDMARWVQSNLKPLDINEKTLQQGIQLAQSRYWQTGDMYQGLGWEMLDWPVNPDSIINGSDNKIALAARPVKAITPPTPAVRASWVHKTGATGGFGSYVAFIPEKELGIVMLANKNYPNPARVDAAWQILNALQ
#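 AmpC (5.3 nM in the dispensed reagent) in 20 mM phosphate pH 7.0 with 0.01% (detergent screen) or 0.0001% Triton X-100 was preincubated with compounds for 15 min at room temperature. Nitrocefin was then added from an 800 uM solution, and hydrolysis was followed at 480 nm.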
# AmpC inh detg = blocks E. coli AmpC beta-lactamase in detergent assay; AID 485294; AmpC hydrolysis of nitrocefin, absorbance 480 nm, 0.01% Triton; 370,000 compounds, 0.041% hits; Potency, µM (series often up to 114 µM), inactives show top-dose activity change, negative = inhibition, usual class: inhibitors;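 further: potency means the concentration at half of the fitted maximal effect; 0% = no-compound wells and -100% = no-enzyme wells; nearly all actives have a fitted effect of over 25% in size; some results filed as inactive show a strong effect at the top dose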
#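 20 mM phosphate pH 7.0 + 0.01% (detergent screen) or 0.0001% Triton X-100; 5.3 nM AmpC reagent; cpd preinc 15 min RT; nitrocefin (800 uM stock) to start; A480 q20 s × 4 min; Activity was normalised to no-enzyme and no-compound control wells.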
# HCMV inh = blocks human cytomegalovirus replication. 410,000 compounds, 4.5% hits. HFF cells, HCMV-luciferase reporter, 72 h; active compounds read low. activity change, negative = inhibition, % at 57.5 µM; in the data active means activity change below about -60%; inconclusive means no clear call, values can overlap the other calls; inactive means above about -39%; further: on the % scale 0 is the no-effect control and ±100 the full control effect
#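 Steps: HFFs plated, 16 h 37C; compounds added; HCMV-luciferase added to MOI 1 PFU/cell; 72 h 37C; OneGlo reagent, 5 min room temperature; luminescence read, normalized to controls.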
# CHX counter = counter-screen hit for Shiga toxin inhibitors, cycloheximide; max response, %; cell reporter, cycloheximide protein synthesis inhibition counterscreen; 300,000 compounds, 12% hits; AID 2314; in the data active means max response mostly above about 13%, no sharp cut-off; inactive means mostly below about 14%; further: read at 38.3 µM for the half of the compounds with a filed dose; 0% is about no effect
# FBPA Giardia inh = blocks Giardia fructose-bisphosphate aldolase activity; purified Giardia FBPA; Potency, µM (doses to about 59.6 µM), without a hit: top-dose activity, negative = inhibition, hits mostly inhibitors; 290,000 compounds, 0.71% hits; AID 2451; further: potency means the concentration at half of the fitted maximal effect; on the % scale 0 is the no-effect control and ±100 the full control effect; nearly all actives have a fitted effect of over 55% in size
# Target sequence (A8B2U2 whole entry, looked up): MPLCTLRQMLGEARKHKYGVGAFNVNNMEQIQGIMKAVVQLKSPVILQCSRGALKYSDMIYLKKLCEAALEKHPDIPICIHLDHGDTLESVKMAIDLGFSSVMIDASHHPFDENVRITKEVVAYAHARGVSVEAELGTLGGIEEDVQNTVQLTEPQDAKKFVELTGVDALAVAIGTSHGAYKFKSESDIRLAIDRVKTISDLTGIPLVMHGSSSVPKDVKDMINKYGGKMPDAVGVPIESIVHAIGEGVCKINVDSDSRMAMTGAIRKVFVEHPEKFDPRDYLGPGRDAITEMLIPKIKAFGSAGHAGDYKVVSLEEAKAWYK
#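 40 nM FBPA preincubated 10 min at RT with compound (up to 57.5 uM final), then substrate plus GAPDH/TPI/NAD/arsenate coupling and diaphorase/resazurin added. Fluorescence read after 20 min at RT, 525/598 nm.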
# Shiga toxin inh = blocks Shiga toxin action in Vero cells; inhibition, % at 38.7 µM; AID 2315; 290,000 compounds, 9.2% hits; Vero cells, Shiga toxin protein synthesis inhibition reporter; in the data active means inhibition mostly above about 28%, no sharp cut-off; inactive means mostly below about 43%; further: 0% is about no effect
# An asterisk follows results filed as active; ? = inconclusive; . = not tested or not shown; & = joins results of further samples; [ ] = dose if it differs, or a comment. Unless noted, the call rests on the fitted dose curve; in most records, active means well fitted curve in the direction sought with a large enough effect; inconclusive means small, poorly fitted or top-dose-only effect, or another doubt; inactive means no such curve, though single readings can be large; an effect the other way counts as inactive or inconclusive. Not a hit list; overall some 16% were active at least once.
no.	smiles	AMA1-RON2 inh	AmpC no deterg	AmpC inh detg	HCMV inh	CHX counter	FBPA Giardia inh	Shiga toxin inh
1	O=C(Cc1cc(=O)[nH][nH]1)N/N=C/c1c(F)cccc1Cl	56.1%[activator]	-37.5%	6.4%	4.2	2.8	-0.5%	-5.6
2	O=C(CNS(=O)(=O)c1ccc2ccccc2c1)Nc1ccc(F)c(F)c1F	0.4%[11.6 µM]	-18.6%	?	0.0	.	.	.
3	COc1ccc(C2Oc3ccccc3N2C(C)=O)cc1 (stereo unspecified)	-19.4%	-1.7%	2.4%	-16.0	-1.6	4.3%	-8.4
4	N=c1c(S(=O)(=O)c2ccc(Br)cc2)cc2c(=O)n3ccccc3nc2n1Cc1ccco1	0.2%	-28.4%	-14.4%	-31.2	-3.8	-5.0%	-1.3
5	COc1cccc(CC(=O)N2CCC(n3nccc3NC(=O)C3CC3)CC2)c1	20.2%	0.6%	2.5%	2.5	17.0	.	12.2
6	Cn1cc(CN2CCC(C(O)c3cccs3)CC2)c(-c2cccc(Cl)c2)n1 (stereo unspecified)	37.1%[activator]	63.1%[activator]	-6.2%	-26.0	-1.3	5.1%	7.5
7	CCc1ccc(OC(=O)Cc2ccc(OC)c(S(=O)(=O)N3CCOCC3)c2)cc1	-2.8%	0.4%	-1.3%	-97.5*	.	.	.
8	COc1ccccc1-n1c(N)c(C(N)=O)sc1=S	12.6%	-12.9%	-8.8%	7.7	6.6	?	2.2
9	Cc1nn(-c2ccccc2)c2sc(C(=O)NNC(=O)COc3ccccc3)cc12	54.3%[activator]	-27.3%	-21.2%	22.9	-2.4	10.2%	-4.3
10	COc1ccc(OC)c(NC(=O)CC(NCCC2=CCCCC2)C(=O)O)c1 (stereo unspecified)	.	-5.4%	-4.5%	.	6.0	-9.2%	-23.7
11	COc1ccc(/C=C(\NC(=O)c2ccc([N+](=O)[O-])cc2)C(=O)NCCCn2ccnc2)cc1	4.6%	-8.2%	-11.1%	-15.4	-6.2	6.8%	11.7
12	Cc1c(C)c(C)c(S(=O)(=O)NCCc2ccncc2)c(C)c1C	9.3%	-5.3%	0.8%	?	-3.7	4.4%	-6.7
13	CCn1c(COc2ccc(C)cc2)nnc1SCC(=O)NCc1ccco1	-5.4%	53.0%	2.1%	-25.2	-2.0	0.2%	12.2
14	CCn1c(SCC(=O)NCC(=O)Nc2ccc(F)cc2)nnc1-c1ccncc1	1.2%	-9.2%	2.4%	-11.8	-1.5	3.0%	-21.5
15	Cc1ccc(S(=O)(=O)N(CC2CO2)c2ccccc2[N+](=O)[O-])cc1 (stereo unspecified)	-10.0%	-1.3%	-0.1%	?	-3.4	0.5%	-24.9
16	O=C(NC1CCN(C(=O)NCc2ccccc2)CC1)c1ccc(F)cc1	-3.8%	3.3%	?	5.7	-2.4	-9.3%	26.7
17	CCOC(=O)Cn1nc(C)n(-c2cccc(Cl)c2)c1=O	2.2%	-6.1%[2.29 µM]	-8.2%	9.9	1.7	0.7%	-8.0
18	CCc1nc(NCCC(C)C)c2nnn(Cc3ccccc3)c2n1	4.3%	-11.9%	-13.5%	-19.2	-0.9	9.3%	-6.2
19	CN1C(C(=O)Nc2ccc(F)cc2F)=CC(c2ccco2)=NS1(=O)=O	2.3%	-24.1%	-6.3%&21.2%	36.6&22.3	-0.5	0.0%	-6.5
20	CCOC(=O)C1=C(COC(=O)c2ccc(OC(C)C)cc2)NC(=O)NC1C (stereo unspecified)	-3.0%	?	-8.3%	-10.8	.	.	.
21	O=c1cc(Cl)[nH]c(=O)n1Cc1ccccc1	4.8%	-12.7%	-10.1%	39.4	-1.3	0.0%	14.2
22	O=C(Nc1ccc(N2CCOCC2)cc1)c1cccc(-n2cnnc2)c1	-12.2%	6.8%	-12.2%	5.0	11.5	.	-7.2
23	CCCC(=O)Nc1cc(C(=O)N2CCC3(CC2)OCCO3)ccc1S(=O)(=O)c1ccc(C)cc1	4.5%	82.4%[activator]	?	-34.1	-4.0	2.6%	-5.5
24	CC1CC(C)(C)NC(=S)N1CCC(=O)N1CCN(Cc2ccccc2)CC1 (stereo unspecified)	-20.0%	-5.7%	-8.1%	31.0	8.2	-5.0%	-16.3
25	CSCCC(NC(=O)OC(C)(C)C)C(=O)Oc1ccc2c(=O)c(-c3ccc4c(c3)OCCO4)coc2c1 (stereo unspecified)	?	-49.0%	-11.8%	53.4	36.3*	-10.7%	83.3*
26	CN(C)c1ccc(NC(=S)N(CCc2ccccc2)C2CC(=O)N(c3c(Cl)cccc3Cl)C2=O)cc1 (stereo unspecified)	-9.5%	-28.7%	-12.1%	-21.4	9.0	0.8%	17.7
27	O=C(Nc1cccc(NC(=O)c2nccc3ccccc23)c1)c1ccco1	-2.9%	-10.7%	-9.5%	-96.5*	45.4*	-20.8%	129.8*
28	O=C(COc1ccccc1F)Nc1cc(S(=O)(=O)N2CCOCC2)ccc1N1CCOCC1	-11.8%	122.9%[activator]	-8.8%	-4.5	-2.8	-6.3%	-12.2
29	COc1ccc(NC(=O)N2CCC(c3ccccc3)C2)c(OC)c1 (stereo unspecified)	-7.4%	-0.2%	-16.8%	1.7	6.6	-4.1%	23.0
30	COc1cccc(C(=O)NC2CCCc3c2cnn3-c2ccc(C)c(C)c2)c1OC (stereo unspecified)	-7.4%	80.7%[activator]	?	-30.2	-2.5	.	-3.9
31	C/C(CC(=O)Nc1cccc(C(F)(F)F)c1)=N\NC(=O)C1CCCCC1	62.2%[activator]	10.2%	1.3%	-9.0	26.7*	-8.8%	54.8
32	O=C(NCC1COc2ccccc2O1)c1cc2ccccc2o1 (stereo unspecified)	5.8%	-24.3%	-12.8%	-24.3	31.0*	-3.5%	65.1*
33	O=C(Nc1cccnc1Cl)c1cccc(S(=O)(=O)N2CCOCC2)c1	10.0%	-8.5%	-3.3%	6.8	-2.6	2.8%	-11.1
34	COc1ccc(/C=C/C(=O)C2(O)CCCCC2)cc1OC	-5.0%	-8.5%	9.3%	-29.3	10.0	0.9%	-9.3
35	Cc1ccc(C(C)C)c(OCCN(C)C)c1	-3.0%	23.4%	2.5%	-29.0	6.6	-21.2%	-20.7
36	Cc1ccc(C)c(OCC(=O)O/N=C(\N)c2cccnc2)c1	12.6%	16.0%	-6.8%	-3.1	19.0*	2.9%	49.2
37	CCOC(=O)C1CCN(C(=O)CN(c2cc(OC)ccc2OC)S(=O)(=O)c2ccccc2)CC1	-7.8%	91.9%[activator]	?	6.5	-1.4	-1.7%	-14.7
38	COc1ccc(C2c3cc(OC)c(OC)cc3CCN2C(=O)c2ccccc2)cc1OC (stereo unspecified)	0.0%	143.5%[activator]	?	8.5	-1.2	3.8%	3.4
39	CN1CCN(CCCNC(=O)Cn2ncc3c4ccccc4n(C)c3c2=O)CC1	0.3%	-3.5%	0.2%	9.4	-1.2	0.3%	-6.9
40	CCC(=O)N(C)CCc1cc2c(c(OC)c1/C=N/NC(=O)c1ccccc1O)OCO2	23.8%[11.6 µM]	-14.6%	-13.2%	0.6	-1.5	-13.8%	34.8
41	CCOC(=O)c1nnc(-c2ccc(C)cc2)nc1Sc1ccccc1Cl	12.3%	-15.3%	-1.5%	109.2	13.4	-4.3%	65.2
42	O=C(NCCN1CCN(Cc2ccccc2)CC1)c1cc2c(=O)[nH]c3ccccc3c2s1	-4.8%	78.0%[activator]	0.3%	-8.0	-2.7	6.2%	-19.3
43	CN(C)/C=C/C(=O)c1cnc(-c2ccccc2)s1	-16.7%	-31.9%	3.4%	-10.1	52.3*	1.1%	103.7*
44	CC(NC(=O)c1ccccc1F)c1nnc(SCC(=O)Nc2nnc(C3CC3)s2)n1C (stereo unspecified)	26.8%	?	?	?	.	.	.
45	Cc1ccc(N2C(=O)C(Cl)=C(N3CCCCCC3)C2=O)c(C)c1	31.6%[activator]	-17.2%	-7.9%	?	-1.7	8.1%	-6.6
46	O=C(COC(=O)C1=COCCO1)Nc1ncc(Cl)cc1Cl	10.0%	-14.9%	?	-1.7	.	.	.
47	CC(C)Oc1cc(NC(=O)CSCC(=O)Nc2cccc(C(F)(F)F)c2)c(Cl)cc1Cl	-0.9%	29.0%	-5.7%	11.0	-1.2	2.5%	-23.1
48	Cc1nn2c(NCCCn3ccnc3)cc(C(C)C)nc2c1-c1ccccc1	1.3%	131.7%[activator]	-1.1%	?	2.1	5.5%	-6.5
49	COc1ccc(C2=[N+](C)CCn3cccc32)c(OC)c1	4.2%	-19.1%	-8.7%	-96.3*	-2.3	3.1%	9.0
50	COc1ccc2c(c1)C(c1cccs1)=NNC(c1ccncc1)=N2	22.7%	-2.6%	-1.9%	-15.6	-3.8	-0.2%	-13.8
51	c1cc2c(cc1C1CCCCC1)c1c3n2CCCNC3CCC1 (stereo unspecified)	-20.3%	93.5%[activator]	-3.8%	-2.7	-8.5	-2.2%	-18.9
52	CC(C)NC(=O)N(C)C[C@@H]1Oc2ccc(NC(=O)CCN3CCOCC3)cc2CC(=O)N([C@@H](C)CO)C[C@@H]1C	0.0%	33.9%	.	-0.9	.	.	.
53	CCCCn1c(N)c(N(CCOC)C(=O)COC(=O)c2cc(CCC)c(C)s2)c(=O)[nH]c1=O	17.7%	170.1%[activator]	-18.0%	-17.8	.	.	.
54	C=CCNC(=O)CSc1ccc(Cl)cc1	12.8%	1.0%	?	-36.2	4.2	0.4%	32.1
55	COc1ccc(C(=O)COC(=O)C(CC(C)C)N2C(=O)c3ccccc3C2=O)cc1 (stereo unspecified)	24.6%	-16.5%	-4.7%	28.6	-2.6	-0.7%	-5.3
56	Cc1ccccc1C1=NC(C(F)(F)F)(C(F)(F)F)c2c(n(-c3ccc(F)cc3)c(=O)[nH]c2=O)N1	12.1%	-29.4%	-7.1%	-26.6	-1.6	0.0%	2.6

# Additional compounds
no.	smiles	AMA1-RON2 inh	AmpC no deterg	AmpC inh detg	HCMV inh	CHX counter	FBPA Giardia inh	Shiga toxin inh
57	CN(C1CCCC1)C1CCN(C(=O)CNC(=O)/C=C/c2cccc(C(F)(F)F)c2)CC1	6.3%	11.7%	?	-32.6	-4.0	6.6%	-6.0
58	COc1ccc(NS(=O)(=O)c2cccc(C(=O)NCCCN3CCCC3=O)c2)cc1	-17.3%	2.3%	0.0%	-4.1	.	.	.
59	COc1ccc(OC)c(S(=O)(=O)Nc2ccccc2C(F)(F)F)c1	-1.8%	-16.6%	-3.6%	31.0	-2.5	7.1%	-2.0
60	CCN1CCCC1CNC(=O)c1cc2c(=O)n(C)c3ccccc3c2n1C (stereo unspecified)	7.9%	20.0%	?	32.4	-1.6	-13.6%	-0.5
61	COC(=O)c1ccccc1S(=O)(=O)N1CCC(C(=O)OCC(=O)NC2CCCCC2C)CC1 (stereo unspecified)	8.5%	94.5%[activator]	-13.9%	85.7	.	.	.
